Screening results (PubChem BioAssay)
PG9 binder = PG9 antibody binding by small molecule | TR-FRET gp120-PG9 antibody binding | inhibition, % at 6.7 µM | actives 0.43% (n = 360,000) | AID 624416; in the data active means inhibition above about 8.5%
ssDAF12 agonist = S. stercoralis DAF-12 activation, primary screen; actives 1% (n = 370,000); activation, % at 6.8 µM; HEK293 ssDAF-12/GRIP1 lit1-tk-luc reporter, luminescence; % of 3 µM dafachronic acid response;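 active means activation above the mean over all tested compounds plus 3 SD, cut at about 0.9% in these data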;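 further: 0% = DMSO-only wells and 100% = 3 µM delta7-dafachronic acid wells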
DAX1 inh-1 = inhibitors of human orphan nuclear receptor DAX1 (NR0B1); P51843; HEK293 Gal4-DAX1 luciferase reporter, luminescence; inhibition, % at 6.75 µM; actives 0.99% (n = 340,000); AID 504766;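 active means inhibition above the mean over all tested compounds plus 3 SD, cut at about 4.2% in these data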;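 further: 0% = DAX1-transfected cells with DMSO and 100% = empty-vector control cells with DMSO; inhibition shows as a rise in luminescence from relieved DAX1 repression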
NR1D1 modulator = modulates human Rev-erb alpha binding to DNA; AID 1259318; Rev-erbα–FITC-DNA binding, fluorescence polarization, 90 min; activity, % at 10 µM; actives 0.79% (n = 370,000);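 active means activity above about 14%, limit read from the data; passing the limit was not always enough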;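 further: 0% = DMSO wells with 35 nM protein and 100% = DMSO wells with 750 nM protein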
SMARCA2 act = increases SMARCA2 function in MMTV reporter cells; AID 652017; activation, % at 9.1 µM; MG213 cells, MMTV-luciferase reporter, dexamethasone, overnight; actives 1% (n = 370,000); in the data active means activation above about 7.8%;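 further: 0% = vehicle wells and 100% = reference activator wells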
PLC-beta3 inh = inhibitors of human phospholipase C beta3 | inhibition, % at 12.2 µM | Q01970 | Purified PLC-beta3, fluorogenic substrate, fluorescence | actives 0.18% (n = 370,000) | AID 720704; in the data active means inhibition above about 11%;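 further: 0% = median of compound wells on plate and 100% = full blocker control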
Target sequence (Q01970 whole entry, looked up): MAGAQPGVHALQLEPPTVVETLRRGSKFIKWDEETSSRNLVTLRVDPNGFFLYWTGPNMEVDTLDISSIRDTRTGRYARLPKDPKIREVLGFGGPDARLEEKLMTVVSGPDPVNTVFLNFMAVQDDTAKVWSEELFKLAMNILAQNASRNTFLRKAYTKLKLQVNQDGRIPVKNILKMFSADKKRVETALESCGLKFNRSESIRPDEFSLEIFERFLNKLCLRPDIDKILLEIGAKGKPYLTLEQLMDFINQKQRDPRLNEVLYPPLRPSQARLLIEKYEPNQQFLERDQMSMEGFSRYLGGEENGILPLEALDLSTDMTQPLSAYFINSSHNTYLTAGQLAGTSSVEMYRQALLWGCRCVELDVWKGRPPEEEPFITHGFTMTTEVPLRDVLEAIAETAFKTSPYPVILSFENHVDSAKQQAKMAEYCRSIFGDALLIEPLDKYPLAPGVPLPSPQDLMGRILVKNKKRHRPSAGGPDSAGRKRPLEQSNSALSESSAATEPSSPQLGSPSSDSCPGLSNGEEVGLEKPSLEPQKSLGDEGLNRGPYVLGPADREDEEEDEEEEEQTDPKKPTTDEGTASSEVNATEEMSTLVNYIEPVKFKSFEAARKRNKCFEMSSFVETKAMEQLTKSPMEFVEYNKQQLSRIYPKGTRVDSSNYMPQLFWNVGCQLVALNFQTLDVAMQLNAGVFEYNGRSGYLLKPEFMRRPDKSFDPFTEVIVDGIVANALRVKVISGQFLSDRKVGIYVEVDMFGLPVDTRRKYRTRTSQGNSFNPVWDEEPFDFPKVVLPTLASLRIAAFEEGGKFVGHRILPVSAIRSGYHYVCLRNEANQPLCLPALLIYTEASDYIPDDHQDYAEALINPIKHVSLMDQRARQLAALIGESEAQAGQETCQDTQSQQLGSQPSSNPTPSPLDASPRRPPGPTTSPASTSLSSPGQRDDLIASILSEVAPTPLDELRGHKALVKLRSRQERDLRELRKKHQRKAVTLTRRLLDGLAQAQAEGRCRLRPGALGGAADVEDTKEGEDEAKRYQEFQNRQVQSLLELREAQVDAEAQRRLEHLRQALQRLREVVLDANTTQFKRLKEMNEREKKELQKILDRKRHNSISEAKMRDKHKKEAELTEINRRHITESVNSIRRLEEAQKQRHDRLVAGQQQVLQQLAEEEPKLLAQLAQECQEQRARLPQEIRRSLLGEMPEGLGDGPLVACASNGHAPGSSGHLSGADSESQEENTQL
hcDAF-12 act = activates DAF-12 receptor from parasite H. contortus. HEK293 hcDAF-12 lit1-tk-luc reporter, luminescence; 0% DMSO, 100% Δ7-dafachronic acid. activation, % at 6.8 µM. actives 1.4% (n = 370,000);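 active means activation above the mean of all tested compounds plus 3 SD, cut at about 5.5% in these data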;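 further: 100% = response to 3 µM Δ7-dafachronic acid high control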
FXN GAA850 act = activators of GAA850 frataxin (FXN) promoter. AID 540364. HEK293 lucGAA850 FXN promoter luciferase reporter, 24 h; percent of 10 µM SAHA response. activation, % at 6 µM. actives 0.56% (n = 360,000);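 active means activation above the average of all compounds screened plus 3 SD, cutoff fixed separately per campaign, cut at about 7.5% in these data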;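 further: 0% = DMSO wells and 100% = 10 µM SAHA wells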
sPLA2-III inh = Blocks human group III sPLA2 activity; actives 0.56% (n = 370,000); Q9NZ20; QFRET BODIPY PC-A2 liposome hydrolysis, fluorescence; inhibition, % at 12.2 µM;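 active means inhibition above mean plus 3 SD of compounds lying within the high and low control bounds, cut at about 19% in these data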;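 further: 0% = median of test compound wells and 100% = no enzyme DMSO wells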
hgDAF12 agonist = hgDAF-12 agonism, primary luciferase screen | HEK293 GAL4-hgDAF12 UAS-luciferase reporter, agonist luminescence; normalized to butyrate control | activation, % at 6.8 µM | actives 1.8% (n = 370,000) | AID 687014;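 active means activation above a cutoff set at the mean of all screened compounds plus 3 SD, cut at about 10% in these data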;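 further: 0% = DMSO wells and 100% = sodium butyrate wells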
DAX1 inh-2 = inhibitors of DAX1 repression of SF-1 activated StAR promoter; HEK293T StAR-luciferase reporter, SF-1/DAX-1 repression relief; inhibition, % at 6.8 µM; actives 1.1% (n = 370,000); AID 652010;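 active means inhibition above the mean over all tested compounds plus 3 SD, cut at about 3.6% in these data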;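 further: 0% = DAX-1 cells with DMSO and 100% = cells lacking DAX-1 with DMSO; higher inhibition means more luminescence from relief of DAX-1 repression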
The depositor's hits bear a star.

Screening Cc1c(NC(=O)c2cccc(NC(=O)COc3ccccc3)c2)c(=O)n(-c2ccccc2)n1C returned PG9 binder 0.4, ssDAF12 agonist -1.0, DAX1 inh-1 -0.3, NR1D1 modulator -4, SMARCA2 act -1, PLC-beta3 inh -5, hcDAF-12 act -0.7, FXN GAA850 act -0.2, sPLA2-III inh 9, hgDAF12 agonist -0.2 and DAX1 inh-2 -0.3.
`CCOC(=O)CSc1nc2ccccc2c(=O)n1CC1CCCO1` (centres undefined) gave PG9 binder 1.5, ssDAF12 agonist -0.9, DAX1 inh-1 -0.4, NR1D1 modulator 2, SMARCA2 act -2, PLC-beta3 inh 2, hcDAF-12 act -1.6, FXN GAA850 act -0.1, sPLA2-III inh -1, hgDAF12 agonist 1.5 and DAX1 inh-2 -0.1.
Screening Cc1ccc(C(C(=O)NCC2CCCO2)N(C(=O)c2snc(C(N)=O)c2N)c2ccccc2F)o1 (centres undefined) returned PG9 binder -0.5, ssDAF12 agonist -1.9, DAX1 inh-1 -1.5, NR1D1 modulator 3, SMARCA2 act -3, PLC-beta3 inh -224, hcDAF-12 act -1.6, FXN GAA850 act -0.3, sPLA2-III inh -4, hgDAF12 agonist -2.8 and DAX1 inh-2 -0.6.
`CCOC(=O)C1CCN(Cc2ccc(O)c(OC)c2)CC1` gave PG9 binder 0.1, ssDAF12 agonist -1.5, DAX1 inh-1 1.9, NR1D1 modulator 1, SMARCA2 act -1, PLC-beta3 inh 3, hcDAF-12 act -0.2, FXN GAA850 act 3.3, sPLA2-III inh 4, hgDAF12 agonist -0.7 and DAX1 inh-2 -0.2.
Screening O=C1Nc2ccccc2N(O)N1c1ccc(S(=O)(=O)N2CCOCC2)cc1 returned PG9 binder -1.5, ssDAF12 agonist -0.5, DAX1 inh-1 1.3, NR1D1 modulator 0, SMARCA2 act -1, PLC-beta3 inh 0, hcDAF-12 act 2.0, FXN GAA850 act 0.8, sPLA2-III inh -3, hgDAF12 agonist 0.9 and DAX1 inh-2 1.2.
CCn1c(SCC(=O)c2ccc(-c3ccccc3)cc2)nnc1-c1ccc(C(C)(C)C)cc1 was read as ssDAF12 agonist -1.7, NR1D1 modulator -4, SMARCA2 act -7, PLC-beta3 inh 1, hcDAF-12 act 1.2, sPLA2-III inh 9, hgDAF12 agonist 1.3 and DAX1 inh-2 -1.6.
For C=CCn1c(SCc2c(C(=O)OC)sc(N)c2C(=O)OC)nnc1-c1ccc(Cl)cc1 the results were PG9 binder -0.5, ssDAF12 agonist -1.0, DAX1 inh-1 -0.3, NR1D1 modulator -1, SMARCA2 act 0, PLC-beta3 inh -6, hcDAF-12 act -1.8, FXN GAA850 act -1.0, sPLA2-III inh -20, hgDAF12 agonist -0.6 and DAX1 inh-2 -0.2.
O=C1CCc2cc(S(=O)(=O)Nc3ccc4c(c3)OCCO4)ccc2N1 was read as ssDAF12 agonist -1.5, NR1D1 modulator 1, PLC-beta3 inh 4, hcDAF-12 act -0.5, sPLA2-III inh -3 and hgDAF12 agonist -3.3.
`CCOC(=O)Cc1nnc(NCc2ccccc2)c2ccccc12` gave PG9 binder -2.9, ssDAF12 agonist -0.9, DAX1 inh-1 -0.9, NR1D1 modulator 0, SMARCA2 act -2, PLC-beta3 inh -6, hcDAF-12 act 2.2, FXN GAA850 act -1.3, sPLA2-III inh -35, hgDAF12 agonist -1.6 and DAX1 inh-2 0.6.
CC(=O)Nc1ccc(/C=N\NC(=O)c2cccc(S(=O)(=O)N(C)C)c2)cc1 was read as ssDAF12 agonist -0.8, NR1D1 modulator -2, SMARCA2 act 3, PLC-beta3 inh -27, hcDAF-12 act 0.3, sPLA2-III inh 5, hgDAF12 agonist -0.5 and DAX1 inh-2 -0.3.

Reprinted at random: 2 entries already listed.
Screening Cc1c(NC(=O)c2cccc(NC(=O)COc3ccccc3)c2)c(=O)n(-c2ccccc2)n1C returned PG9 binder 0.4, ssDAF12 agonist -1.0, DAX1 inh-1 -0.3, NR1D1 modulator -4, SMARCA2 act -1, PLC-beta3 inh -5, hcDAF-12 act -0.7, FXN GAA850 act -0.2, sPLA2-III inh 9, hgDAF12 agonist -0.2 and DAX1 inh-2 -0.3.
For C=CCn1c(SCc2c(C(=O)OC)sc(N)c2C(=O)OC)nnc1-c1ccc(Cl)cc1 the results were PG9 binder -0.5, ssDAF12 agonist -1.0, DAX1 inh-1 -0.3, NR1D1 modulator -1, SMARCA2 act 0, PLC-beta3 inh -6, hcDAF-12 act -1.8, FXN GAA850 act -1.0, sPLA2-III inh -20, hgDAF12 agonist -0.6 and DAX1 inh-2 -0.2.

Next section.
C[C@H]1COc2cccc(N3CCCC3)c2S(=O)(=O)N1 was read as PG9 binder -0.3, ssDAF12 agonist -1.5, NR1D1 modulator -5, SMARCA2 act -4, PLC-beta3 inh 3, hcDAF-12 act -0.9, sPLA2-III inh 9, hgDAF12 agonist -1.2 and DAX1 inh-2 0.6.
Screening CCCOc1ccc(C(=O)NNC(=O)CCNC(=O)c2ccccc2Cl)cc1OC returned PG9 binder -0.3, ssDAF12 agonist -0.6, DAX1 inh-1 1.5, NR1D1 modulator -1, SMARCA2 act 1, PLC-beta3 inh -7, hcDAF-12 act -0.4, FXN GAA850 act -0.6, sPLA2-III inh 5, hgDAF12 agonist 1.9 and DAX1 inh-2 -0.9.
For OCCN(Cc1ccccc1)Cc1ccc(Cl)cc1Cl the results were PG9 binder -1.1, ssDAF12 agonist -2.3, DAX1 inh-1 0.3, NR1D1 modulator 7, SMARCA2 act 8.2*, PLC-beta3 inh 3, hcDAF-12 act 0.4, FXN GAA850 act -0.8, sPLA2-III inh 2, hgDAF12 agonist 0.3 and DAX1 inh-2 0.2.
Screening CC1=C(C(=O)Nc2cccc(C(=O)NCC(C)c3ccccc3)c2)SCCO1 (centres undefined) returned PG9 binder -1.1, ssDAF12 agonist -1.4, DAX1 inh-1 3.6, NR1D1 modulator 4, SMARCA2 act -1, PLC-beta3 inh 4, hcDAF-12 act -1.9, FXN GAA850 act -1.6, sPLA2-III inh 13, hgDAF12 agonist 0.8 and DAX1 inh-2 0.2.
For FC(F)(F)c1ccccc1CN1CCCc2nc(-c3ccc(Br)cc3)ccc21 the results were PG9 binder -2.0, ssDAF12 agonist 2.6*, NR1D1 modulator 9, SMARCA2 act 5, PLC-beta3 inh -42, hcDAF-12 act -0.4, sPLA2-III inh 22*, hgDAF12 agonist 6.9 and DAX1 inh-2 2.5.
O=C(NNC(=O)c1cc(-c2cccnc2)nc2ccccc12)Nc1ccc(Cl)cc1 was read as PG9 binder 1.2, ssDAF12 agonist -1.9, DAX1 inh-1 -0.4, NR1D1 modulator 1, SMARCA2 act -3, PLC-beta3 inh -13, hcDAF-12 act 1.6, FXN GAA850 act -0.8, sPLA2-III inh -55, hgDAF12 agonist 1.5 and DAX1 inh-2 -0.8.
Screening CCN(CC)S(=O)(=O)c1ccc(F)cc1 returned PG9 binder 2.1, ssDAF12 agonist -1.2, DAX1 inh-1 0.1, NR1D1 modulator 37*, SMARCA2 act -2, PLC-beta3 inh 7, hcDAF-12 act -0.7, FXN GAA850 act 0.1, sPLA2-III inh 2, hgDAF12 agonist 0.8 and DAX1 inh-2 -0.8.
Screening CCC(=O)c1ccc(OCC(=O)O)c(OC)c1 returned PG9 binder 1.6, ssDAF12 agonist -0.3, DAX1 inh-1 0.9, NR1D1 modulator 0, SMARCA2 act 0, PLC-beta3 inh -3, hcDAF-12 act -0.7, FXN GAA850 act -2.1, sPLA2-III inh 0, hgDAF12 agonist -0.5 and DAX1 inh-2 0.1.
`O=c1[nH][nH]c2c1[C@H](c1ccc(Cl)cc1)O[C@H](C1CCCCC1)C2` gave PG9 binder 0.2, ssDAF12 agonist -0.6, NR1D1 modulator 0, SMARCA2 act 1, PLC-beta3 inh 2, hcDAF-12 act -1.6, sPLA2-III inh -26, hgDAF12 agonist 0.2 and DAX1 inh-2 -1.0.
CCCCOc1c(Br)cc(/C=N/O)cc1OCC was read as PG9 binder 2.2, ssDAF12 agonist -1.8, DAX1 inh-1 -0.1, NR1D1 modulator 1, SMARCA2 act -1, PLC-beta3 inh -1, hcDAF-12 act -0.3, FXN GAA850 act 1.0, sPLA2-III inh -15, hgDAF12 agonist -0.6 and DAX1 inh-2 0.9.
`CSc1ccccc1C(=O)Nc1nc2ccccc2[nH]1` gave PG9 binder 0.3, ssDAF12 agonist 0.0, DAX1 inh-1 1.1, NR1D1 modulator -2, SMARCA2 act 7, PLC-beta3 inh -3, hcDAF-12 act 5.6, FXN GAA850 act 5.5, sPLA2-III inh -1, hgDAF12 agonist 9.9 and DAX1 inh-2 3.8*.
Screening CC(Oc1ccc(Cl)cc1)c1ccnn1S(=O)(=O)c1ccccc1 (centres undefined) returned PG9 binder -1.6, ssDAF12 agonist -1.5, DAX1 inh-1 -0.2, NR1D1 modulator 17, SMARCA2 act -2, PLC-beta3 inh 1, hcDAF-12 act -1.2, FXN GAA850 act 0.0, sPLA2-III inh -7, hgDAF12 agonist -0.5 and DAX1 inh-2 -0.1.
For O=C(CN1CCOCC1)N1CCOCC1 the results were PG9 binder 1.6, ssDAF12 agonist -1.9, DAX1 inh-1 0.6, NR1D1 modulator 4, SMARCA2 act -1, PLC-beta3 inh 1, hcDAF-12 act -0.3, FXN GAA850 act -0.2, sPLA2-III inh 12, hgDAF12 agonist 1.4 and DAX1 inh-2 0.1.
`CCOC(=O)C1=C(CN2CCN(C(=O)c3ccco3)CC2)NC(=O)NC1c1ccc(OC(C)C)cc1` (centres undefined) gave PG9 binder -0.7, ssDAF12 agonist -1.2, DAX1 inh-1 0.1, NR1D1 modulator -6, SMARCA2 act -3, PLC-beta3 inh -2, hcDAF-12 act -0.6, FXN GAA850 act -1.6, sPLA2-III inh 8, hgDAF12 agonist -2.9 and DAX1 inh-2 -1.5.
For NS(=O)(=O)c1ccc(NC(=O)c2ccc(S(=O)(=O)N3CCOCC3)o2)cc1 the results were PG9 binder -1.3, ssDAF12 agonist -1.0, NR1D1 modulator 3, SMARCA2 act 1, PLC-beta3 inh -6, hcDAF-12 act -2.2, FXN GAA850 act -0.2, sPLA2-III inh -1, hgDAF12 agonist -1.6 and DAX1 inh-2 0.0.
`COc1ccc(N2C(=O)NC(NC(=O)C(C)(C)C)(C(F)(F)F)C2=O)cc1` (centres undefined) gave PG9 binder -0.4, ssDAF12 agonist -1.0, DAX1 inh-1 -0.6, NR1D1 modulator -1, SMARCA2 act -4, PLC-beta3 inh -5, hcDAF-12 act 0.1, FXN GAA850 act 9.2*, sPLA2-III inh 12, hgDAF12 agonist -0.9 and DAX1 inh-2 -0.3.
Screening O=[N+]([O-])c1ncccc1Oc1nc(-c2cccnc2)nc2ccccc12 returned PG9 binder -1.5, ssDAF12 agonist -0.1, DAX1 inh-1 1.2, NR1D1 modulator -6, SMARCA2 act -3, PLC-beta3 inh -3, hcDAF-12 act 0.9, FXN GAA850 act 0.3, sPLA2-III inh 1, hgDAF12 agonist 5.3 and DAX1 inh-2 -0.6.
Screening CCC(C)[C@H](NC(=O)NCCC1=CCCCC1)C(=O)OC (some centres undefined) returned PG9 binder 1.2, ssDAF12 agonist -1.6, DAX1 inh-1 0.3, NR1D1 modulator 3, SMARCA2 act 0, PLC-beta3 inh -3, hcDAF-12 act -1.3, FXN GAA850 act -0.9, sPLA2-III inh -3, hgDAF12 agonist 0.7 and DAX1 inh-2 0.1.

Random draw from the library; about 7% have a hit in one of these screens.
